MEX-5 binding = C. elegans MEX-5 TCR-2 RNA binding activity. MEX-5/FITC-TCR2 RNA binding, fluorescence polarization; hits give low values. activity score (negative = inhibition of binding), % at 10 µM. 300,000 tested, 0.38% active;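 active = inhibition past about -25% in most replicates, and total fluorescence under double the plate's negative control median, limit read from the data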;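 note: 0% = DMSO and -100% = 5 µM competing unlabeled TCR2 RNA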
Target sequence (Q9XUB2 whole entry, looked up): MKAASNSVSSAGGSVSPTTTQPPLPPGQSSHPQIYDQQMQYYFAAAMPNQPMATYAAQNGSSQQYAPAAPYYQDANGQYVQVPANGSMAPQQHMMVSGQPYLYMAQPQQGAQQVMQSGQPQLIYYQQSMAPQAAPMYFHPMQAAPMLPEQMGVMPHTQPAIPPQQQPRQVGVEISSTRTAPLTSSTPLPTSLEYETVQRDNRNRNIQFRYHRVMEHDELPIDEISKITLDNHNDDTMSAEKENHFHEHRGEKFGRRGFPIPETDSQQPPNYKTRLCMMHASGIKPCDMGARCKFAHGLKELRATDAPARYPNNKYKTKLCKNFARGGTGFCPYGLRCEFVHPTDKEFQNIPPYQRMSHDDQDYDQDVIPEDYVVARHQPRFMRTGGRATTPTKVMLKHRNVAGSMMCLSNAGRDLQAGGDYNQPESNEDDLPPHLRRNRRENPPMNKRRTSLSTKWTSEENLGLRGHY
GLD-1 RNA inh = GLD-1-TGE RNA interaction inhibition (C. elegans); Q17339; purified GLD-1 + fluorescein TGE RNA, fluorescence polarization; inhibition, % at 5.96 µM; 320,000 tested, 0.44% active; AID 2280;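 active = percent inhibition above a per-plate cutoff, the plate mean of test compounds plus 3 SD, cut at about 30% in these data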;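 note: 0% = DMSO wells with GLD-1 and probe and 100% = wells lacking GLD-1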
MCL1 BIM primary = inhibitors of human MCL1 binding to BIM-BH3 peptide; Q07820; GST-MCL1 / FITC-Bim-BH3 fluorescence polarization; inhibition, % at 10.9 µM; 320,000 tested, 0.68% active; AID 2057;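 active = inhibition above the mean inhibition of all tested compounds plus 3 SD, set per campaign, cut at about 40% in these data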;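 note: 0% = DMSO wells and 100% = unlabeled Bim-BH3 peptide control; higher means more loss of mP so more displacement of Bim peptide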
BCLXL inh = Bcl-xL (human) inhibition | Q07817 | GST-Bcl-xL / FITC-Bim BH3 peptide fluorescence polarization | inhibition, % at 10.9 µM | 320,000 tested, 0.7% active | AID 2129;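 active = inhibition above the mean of all tested compounds plus 3 SD, cutoff set per campaign, cut at about 30% in these data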;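 note: 0% = DMSO wells and 100% = unlabeled Bim-BH3 peptide competitor; inhibitors lower millipolarization by displacing the labeled peptide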
Fam108B inh = blocks mouse Fam108B hydrolase in RBBP9 counter-screen | recombinant Fam108B, FP-Rh probe fluorescence polarization | inhibition, % at 9.51 µM | 300,000 tested, 0.33% active | AID 1947;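 active = inhibition above the screen mean inhibition plus 3 SD, computed separately per campaign, cut at about 18% in these data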;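 note: inhibitors lower polarization as less probe binds the enzyme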
PAFAH1B2 FP inh = blocks human PAF acetylhydrolase 1b catalytic subunit 2. AID 492953. 340,000 tested, 1.2% active. inhibition, % at 3.39 µM. P68402. recombinant PAFAH1B2, FP-rhodamine activity probe, fluorescence polarization;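 active = inhibition above the mean of all tested compounds plus 3 SD, cut at about 24% in these data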;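 note: 0% = enzyme with DMSO and 100% = wells lacking PAFAH1B2; many of its hits are not listed in these tables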
Target sequence (P68402 whole entry, looked up): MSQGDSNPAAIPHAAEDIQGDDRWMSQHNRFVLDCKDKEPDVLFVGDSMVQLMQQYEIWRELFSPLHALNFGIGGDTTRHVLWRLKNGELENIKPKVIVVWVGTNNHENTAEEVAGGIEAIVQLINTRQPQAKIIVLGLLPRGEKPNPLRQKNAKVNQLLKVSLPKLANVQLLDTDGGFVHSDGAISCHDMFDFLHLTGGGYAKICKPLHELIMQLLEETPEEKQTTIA
PME-1 inh = PME-1 (human) inhibition; recombinant PME-1, FP-Rh probe fluorescence polarization; inhibition, % at 5.9 µM; 320,000 tested, 0.53% active; AID 2130;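 active = inhibition above the campaign mean of all compounds plus 3 SD, cut at about 26% in these data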;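 note: competitive labeling of PME-1 active site by serine hydrolase directed probe; 0% = PME-1 with DMSO and 100% = wells lacking PME-1 enzyme; inhibitors block probe labeling so polarization falls and inhibition rises; many of its hits are not listed in these tables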
Target sequence (Q9Y570 whole entry, looked up): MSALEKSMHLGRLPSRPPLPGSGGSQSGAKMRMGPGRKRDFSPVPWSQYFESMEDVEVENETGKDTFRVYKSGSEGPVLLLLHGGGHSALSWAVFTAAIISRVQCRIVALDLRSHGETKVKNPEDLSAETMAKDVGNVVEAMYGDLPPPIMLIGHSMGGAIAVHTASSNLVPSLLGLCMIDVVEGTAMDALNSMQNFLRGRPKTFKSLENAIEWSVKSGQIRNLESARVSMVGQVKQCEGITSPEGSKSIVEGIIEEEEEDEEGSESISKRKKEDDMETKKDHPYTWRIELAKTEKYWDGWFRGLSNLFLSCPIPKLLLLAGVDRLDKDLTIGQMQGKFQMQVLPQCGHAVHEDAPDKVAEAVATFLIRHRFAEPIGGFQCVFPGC
AHR activator = activates the human aryl hydrocarbon receptor; P35869; AHR-responsive luciferase reporter cells, luminescence; activation, % at 5 µM; 320,000 tested, 2.5% active; in the data active = activation above about 47%;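 note: 0% = vehicle wells and 100% = reference agonist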
pPAFAH FP inh = pPAFAH (human) enzyme inhibition | recombinant pPAFAH, FP-rhodamine probe fluorescence polarization | inhibition, % at 3.39 µM | 330,000 tested, 1.5% active | Q13093;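 active = inhibition above the mean inhibition across the screen plus 3 SD, cut at about 25% in these data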;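 note: inhibitors block binding of the rhodamine activity-based probe so polarization drops; 0% = enzyme with DMSO and 100% = wells lacking pPAFAH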
Numbers without * were called inactive. Not all compounds are listed; the hit share may differ from the screen's.

Screening CC(CN1CCOCC1)C(=O)O (configuration not stated) returned MEX-5 binding -1.1, GLD-1 RNA inh 3, MCL1 BIM primary 7, BCLXL inh 4, Fam108B inh -8, PAFAH1B2 FP inh -2, PME-1 inh 0, AHR activator -1 and pPAFAH FP inh 2.
`O=C(CNC(=O)c1ccccc1F)c1ccc(Br)cc1` gave MEX-5 binding 0.9, GLD-1 RNA inh -6, MCL1 BIM primary -5, BCLXL inh -4, Fam108B inh 1, PAFAH1B2 FP inh 7, PME-1 inh 0, AHR activator -4 and pPAFAH FP inh 6.
For COc1ccc(C)cc1NC(=O)CNC(=O)Cn1ccc2ccccc2c1=O the results were MEX-5 binding 0.6, GLD-1 RNA inh 5, MCL1 BIM primary 0, BCLXL inh 5, Fam108B inh -1, PAFAH1B2 FP inh -2, PME-1 inh 1, AHR activator 0 and pPAFAH FP inh 2.
Screening O=C(c1cc(-c2ccc(Cl)cc2)on1)N1CCCCCC1 returned MEX-5 binding -1.8, GLD-1 RNA inh 34*, MCL1 BIM primary -3, BCLXL inh 2, Fam108B inh 0, PAFAH1B2 FP inh 3, PME-1 inh -2, AHR activator -1 and pPAFAH FP inh 4.
COCCC(=O)N1CCCC(C(=O)c2ccccc2SC)C1 (configuration not stated) was read as MEX-5 binding 5.5, GLD-1 RNA inh -4, MCL1 BIM primary 2, BCLXL inh 0, Fam108B inh -2, PAFAH1B2 FP inh 5, PME-1 inh 0, AHR activator 1 and pPAFAH FP inh 2.
Screening Oc1ccccc1/C=N/NC(=S)NC1CC2C=CC1C2 (configuration not stated) returned MEX-5 binding 1.7, GLD-1 RNA inh 8, MCL1 BIM primary 12, BCLXL inh 9, Fam108B inh 2, PAFAH1B2 FP inh 9, PME-1 inh 0, AHR activator 20 and pPAFAH FP inh 20.
Cc1ccc(SCc2c(C#N)c3ccccc3n2C)cc1 was read as MEX-5 binding 0.9, GLD-1 RNA inh 14, MCL1 BIM primary 2, BCLXL inh 4, Fam108B inh -9, PAFAH1B2 FP inh 3, PME-1 inh 0, AHR activator -11 and pPAFAH FP inh -6.
Screening CCOc1ccc(NC(=O)CS(=O)(=O)c2cn(C)c3ccccc23)cc1 returned MEX-5 binding 0.4, GLD-1 RNA inh 2, MCL1 BIM primary 1, BCLXL inh 6, Fam108B inh 7, PAFAH1B2 FP inh 1, PME-1 inh -1, AHR activator 4 and pPAFAH FP inh -4.
`CN(Cc1nc(-c2ccncc2)no1)S(=O)(=O)c1ccccc1` gave MEX-5 binding 0.3, GLD-1 RNA inh 5, MCL1 BIM primary -8, BCLXL inh 1, Fam108B inh 0, PAFAH1B2 FP inh 1, PME-1 inh 0, AHR activator 10 and pPAFAH FP inh 0.
Screening Cc1cc(=O)oc2cc(OCC(=O)OCC(=O)Nc3ccccc3F)ccc12 returned MEX-5 binding 2.4, GLD-1 RNA inh 3, MCL1 BIM primary -9, BCLXL inh -3, Fam108B inh -5, PAFAH1B2 FP inh 3, PME-1 inh 2, AHR activator 0 and pPAFAH FP inh -16.
CCCCC(=O)N1CCCC(c2nc3c(nnn3Cc3cc(C)ccc3C)c(=O)[nH]2)C1 (configuration not stated) was read as MEX-5 binding -0.3, GLD-1 RNA inh 4, MCL1 BIM primary -2, BCLXL inh -1, Fam108B inh 1, PAFAH1B2 FP inh -1, PME-1 inh 9, AHR activator 8 and pPAFAH FP inh 6.
Cc1cccc(CNC(=O)C2CCCN(c3nn4c(=O)cc(C)nc4s3)C2)c1 (configuration not stated) was read as MEX-5 binding 1.8, GLD-1 RNA inh 1, MCL1 BIM primary 3, BCLXL inh 2, Fam108B inh 0, PAFAH1B2 FP inh 3, PME-1 inh -7, AHR activator 1 and pPAFAH FP inh -4.
`O=C(C[n+]1ccccn1)c1ccccc1` gave MEX-5 binding -0.6, GLD-1 RNA inh -6, MCL1 BIM primary -1, BCLXL inh 2, Fam108B inh 5, PAFAH1B2 FP inh -3, PME-1 inh 2, AHR activator 7 and pPAFAH FP inh 3.
`CCN1CCN(CCNC(=O)CCCCCn2c(=O)[nH]c3cc(C(=O)OC)ccc3c2=O)CC1` gave MEX-5 binding 0.7, GLD-1 RNA inh 2, MCL1 BIM primary -2, BCLXL inh 4, Fam108B inh 3, PAFAH1B2 FP inh 1, PME-1 inh -3, AHR activator -1 and pPAFAH FP inh 0.
Screening Nc1cc(=O)nc(SCC(=O)NC2CCCCC2)n1-c1ccccc1 returned MEX-5 binding -3.1, GLD-1 RNA inh -8, MCL1 BIM primary -9, BCLXL inh -10, Fam108B inh -4, PAFAH1B2 FP inh -3, PME-1 inh 0, AHR activator -1 and pPAFAH FP inh 4.
O=C1C=C(c2ccc(F)cc2OCc2ccccc2)C[C@@H](c2ccc(F)cc2)C1 was read as GLD-1 RNA inh 9, MCL1 BIM primary -22, BCLXL inh -15, PAFAH1B2 FP inh -3, PME-1 inh 0, AHR activator 4 and pPAFAH FP inh -4.
`CC(=O)OCCN(CCCn1c(-c2ccncc2)nc2ccccc21)c1nc(CN2CCCCC2)cs1` gave MEX-5 binding 0.5, GLD-1 RNA inh -7, MCL1 BIM primary -1, BCLXL inh 0, Fam108B inh 1, PAFAH1B2 FP inh 2, PME-1 inh 8, AHR activator 4 and pPAFAH FP inh 2.
Screening O=C1CC(=O)N(c2cccc(F)c2)N1 returned MEX-5 binding -0.1, GLD-1 RNA inh 4, MCL1 BIM primary 9, BCLXL inh 8, Fam108B inh -2, PAFAH1B2 FP inh 4, PME-1 inh 2, AHR activator 3 and pPAFAH FP inh -2.
Screening COc1cc(C(CCN2CCCC2)c2c(OC)cc(OC)c3ccc(=O)oc23)cc(OC)c1OC (configuration not stated) returned MEX-5 binding 0.8, GLD-1 RNA inh 2, MCL1 BIM primary -1, BCLXL inh 6, Fam108B inh 5, PAFAH1B2 FP inh 0, PME-1 inh 1, AHR activator 0 and pPAFAH FP inh 0.
For Cc1cc(OCC(=O)NCC(C)C)cc(C)c1Br the results were MEX-5 binding -0.9, GLD-1 RNA inh 0, MCL1 BIM primary -2, BCLXL inh 6, Fam108B inh 0, PAFAH1B2 FP inh 3, PME-1 inh 0, AHR activator 9 and pPAFAH FP inh 4.
For Cc1cccc(N2CCN(c3nc4ccc(Cl)cc4n4cnnc34)CC2)c1C the results were MEX-5 binding 4.2, GLD-1 RNA inh 1, MCL1 BIM primary 6, BCLXL inh 5, Fam108B inh 0, PAFAH1B2 FP inh -2, PME-1 inh 0, AHR activator 6 and pPAFAH FP inh 1.
For COc1ccc(/C=N/n2cnnc2)cc1Oc1nc(Cl)ncc1F the results were MEX-5 binding -0.6, GLD-1 RNA inh -2, MCL1 BIM primary 4, BCLXL inh 7, Fam108B inh 5, PAFAH1B2 FP inh 5, PME-1 inh 3, AHR activator 0 and pPAFAH FP inh 3.
Screening CN1CCN(C(=O)C2=C[C@@H](c3csc4ccccc34)C[C@@H](OCc3ccc(CO)cc3)O2)CC1 returned MEX-5 binding -1.2, GLD-1 RNA inh -4, MCL1 BIM primary 6, BCLXL inh -2, Fam108B inh 1, PAFAH1B2 FP inh -4, PME-1 inh -3, AHR activator 1 and pPAFAH FP inh 7.
COCCN(Cc1cc2cc3c(cc2nc1Cl)OCO3)C(=O)Nc1ccc(OC)cc1 was read as MEX-5 binding 0.8, GLD-1 RNA inh -5, MCL1 BIM primary -7, BCLXL inh 1, Fam108B inh -3, PAFAH1B2 FP inh 2, PME-1 inh 4, AHR activator 2 and pPAFAH FP inh -2.
For CC(OC(=O)c1cccc(S(=O)(=O)N2CCCCCC2)c1)C(=O)Nc1ccc(S(N)(=O)=O)cc1 (configuration not stated) the results were MEX-5 binding -0.6, GLD-1 RNA inh 0, MCL1 BIM primary -8, BCLXL inh -4, Fam108B inh 0, PAFAH1B2 FP inh -8, PME-1 inh 2, AHR activator -4 and pPAFAH FP inh 6.
`CN(C)S(=O)(=O)c1cccc(NC(=O)c2ccc(N3CCOCC3)c([N+](=O)[O-])c2)c1` gave MEX-5 binding 1.3, GLD-1 RNA inh -1, MCL1 BIM primary -7, BCLXL inh 2, Fam108B inh -3, PAFAH1B2 FP inh 2, PME-1 inh 10, AHR activator 0 and pPAFAH FP inh 2.
For COC(=O)/C=C/C1=CN(Cc2ccccc2)CCC1=O the results were GLD-1 RNA inh -2, PAFAH1B2 FP inh 7, AHR activator -2 and pPAFAH FP inh -4.
O=C(Cn1c(=O)c2cccn2c2ccccc21)NCCc1ccc(Cl)cc1 was read as MEX-5 binding -1.8, GLD-1 RNA inh 1, MCL1 BIM primary -14, BCLXL inh -12, Fam108B inh -10, PAFAH1B2 FP inh 4, PME-1 inh -4, AHR activator 8 and pPAFAH FP inh -10.
Screening COc1ccc(C2CC(C(F)(F)F)n3nc(C(=O)NCCCn4ccnc4)cc3N2)cc1OC (configuration not stated) returned MEX-5 binding 0.4, GLD-1 RNA inh 0, MCL1 BIM primary -2, BCLXL inh 0, Fam108B inh -2, PAFAH1B2 FP inh 4, PME-1 inh -1, AHR activator 4 and pPAFAH FP inh 3.
Screening COc1cccc(CNC(=O)Cn2ccc3cc(S(=O)(=O)N4CCCC4)ccc32)c1OC returned MEX-5 binding -3.8, GLD-1 RNA inh -6, MCL1 BIM primary 3, BCLXL inh 4, Fam108B inh 0, PAFAH1B2 FP inh 1, PME-1 inh 4, AHR activator 2 and pPAFAH FP inh 1.
Screening Cc1ccc(S(=O)(=O)N2CCC(C(=O)N[C@@H](C)C(=O)NCc3ccco3)CC2)cc1 returned MEX-5 binding 1.6, GLD-1 RNA inh -1, MCL1 BIM primary -2, BCLXL inh 1, Fam108B inh 3, PAFAH1B2 FP inh 5, PME-1 inh 10, AHR activator -6 and pPAFAH FP inh -6.
Cc1ccc(S(=O)(=O)Nc2ccccc2C(N)=O)cc1 was read as MEX-5 binding 1.1, GLD-1 RNA inh 5, MCL1 BIM primary -2, BCLXL inh 0, Fam108B inh -1, PAFAH1B2 FP inh 2, PME-1 inh 0, AHR activator 3 and pPAFAH FP inh -4.
C/C(=N\N1CCCCC1)c1ccccc1O was read as MEX-5 binding 1.1, GLD-1 RNA inh -6, MCL1 BIM primary -1, BCLXL inh -1, Fam108B inh 3, PAFAH1B2 FP inh 3, PME-1 inh 4, AHR activator 1 and pPAFAH FP inh -2.
Screening c1ccc(CSc2ccc(-c3cccs3)nn2)nc1 returned MEX-5 binding -2.0, GLD-1 RNA inh -2, MCL1 BIM primary 3, BCLXL inh 8, Fam108B inh -3, PAFAH1B2 FP inh 1, PME-1 inh 2, AHR activator 4 and pPAFAH FP inh 4.
CCC/C=N/Nc1nnc(Cc2ccc(OC)c(OC)c2)c(=O)[nH]1 was read as MEX-5 binding 0.9, GLD-1 RNA inh -1, MCL1 BIM primary 1, BCLXL inh 0, Fam108B inh 6, PAFAH1B2 FP inh -8, PME-1 inh -3, AHR activator 10 and pPAFAH FP inh -1.
Screening C/C(=N/Nc1ccc(C)cc1)C1(C)N(O)C(C)(C)C(c2ccco2)=[N+]1[O-] (configuration not stated) returned MEX-5 binding -0.5, GLD-1 RNA inh -4, MCL1 BIM primary 12, BCLXL inh 10, Fam108B inh 7, PAFAH1B2 FP inh 1, PME-1 inh -4, AHR activator 1 and pPAFAH FP inh 6.

Screens: PubChem, several laboratories
